Screens from PubChem BioAssay.
MITF primary = MITF inhibitors, primary screen, biochemical, AlphaScreen, human; Microphthalmia-associated transcription factor (Homo sapiens), O75030; AID 1259374, 2018; actives 0.91% (n = 650,000); inhibition, % at 2.6 µM; AlphaScreen MITF homodimerization, bead proximity signal; in the data active = inhibition above about 50%;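 also: 0% = vehicle wells with protein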
Target sequence (O75030 whole entry, looked up): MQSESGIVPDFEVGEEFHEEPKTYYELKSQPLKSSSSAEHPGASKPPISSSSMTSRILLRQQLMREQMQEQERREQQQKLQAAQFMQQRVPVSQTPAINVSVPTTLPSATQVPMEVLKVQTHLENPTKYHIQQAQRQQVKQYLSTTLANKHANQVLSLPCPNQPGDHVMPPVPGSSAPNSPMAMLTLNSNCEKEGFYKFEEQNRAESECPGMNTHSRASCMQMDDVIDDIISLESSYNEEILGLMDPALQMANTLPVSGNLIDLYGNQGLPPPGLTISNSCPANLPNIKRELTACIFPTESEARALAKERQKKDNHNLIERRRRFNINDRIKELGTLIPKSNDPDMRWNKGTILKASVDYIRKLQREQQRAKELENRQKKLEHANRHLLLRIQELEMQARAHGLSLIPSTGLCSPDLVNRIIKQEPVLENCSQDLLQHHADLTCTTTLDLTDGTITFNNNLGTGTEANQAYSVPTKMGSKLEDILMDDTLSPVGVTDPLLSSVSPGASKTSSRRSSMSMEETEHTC
FBW7 act = FBW7 E3 ligase activators, primary screen, biochemical, AlphaScreen, human. F-box/WD repeat-containing protein 7 (Homo sapiens), Q969H0. AlphaScreen FBW7–phospho-cyclin E peptide binding, activator screen. normalized activity (activation), % at 26.1 µM. actives 0.13% (n = 650,000); in the data active = normalized activity above about 1.9%;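 also: purified mutant Fbw7 with reduced substrate affinity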
TEAD-YAP inh = TEAD-YAP interaction inhibition, primary screen, TEAD-YAP interaction inhibitor project, luminescence, HEK-TIYL cells. actives 1.4% (n = 640,000). inhibition, % at 9.12 µM. TEAD-Gal4/YAP UAS-luciferase luminescence; in the data active = inhibition above about 32%;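 also: 0% = median of test compound wells and 100% = reference inhibitor wells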
GPR151 activ = activators of human GPR151, primary screen, cell-based, PathHunter beta-arrestin, luminescence | G-protein coupled receptor 151 (Homo sapiens), Q8TDV0 | PathHunter beta-arrestin GPR151 cells | activation, % at 11.2 µM | actives 1% (n = 650,000) | AID 1508602, 2020; in the data active = activation above about 4.9%;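 also: 0% = median of compound wells and 100% = cells with positive control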
Target sequence (Q8TDV0 whole entry, looked up): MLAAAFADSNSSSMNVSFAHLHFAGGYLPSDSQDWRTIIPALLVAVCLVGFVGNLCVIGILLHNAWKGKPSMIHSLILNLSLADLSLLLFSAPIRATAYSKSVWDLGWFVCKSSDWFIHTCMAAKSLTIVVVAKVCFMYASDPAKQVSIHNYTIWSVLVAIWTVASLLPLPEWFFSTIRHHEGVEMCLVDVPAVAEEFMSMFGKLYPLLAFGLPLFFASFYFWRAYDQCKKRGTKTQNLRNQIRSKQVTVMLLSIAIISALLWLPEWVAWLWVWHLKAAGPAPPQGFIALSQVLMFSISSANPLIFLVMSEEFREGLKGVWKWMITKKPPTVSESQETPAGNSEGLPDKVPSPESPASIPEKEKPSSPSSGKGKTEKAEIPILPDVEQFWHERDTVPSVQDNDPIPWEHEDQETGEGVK
* marks the source's active call; other numbers are inactive results.

SMILES | MITF primary | FBW7 act | TEAD-YAP inh | GPR151 activ
NC(=O)C1CCN(C(=O)CCC(=O)c2ccc(Cl)cc2)CC1 | -5 | -0.2 | -6 | -0.3
CCCn1c(N=Nc2c(O)[nH]c3ccccc23)nc2c1c(=O)[nH]c(=O)n2C | 4 | -0.5 | -8 | 0.0
O=C(NCCc1ccccc1)c1cccnc1SCc1ccccc1F | 2 | 0.0 | 1 | 0.7
COc1ccc(Nc2nc(C(=O)N3CCc4ccccc43)cs2)cc1OC | -1 | 0.2 | -7 | -0.1
O=C(Nc1cc(Cl)ccc1O)C1CCCO1 (centres undefined) | 11 | -0.1 | 5 | -0.8
O=C(Cn1nnc2ccccc21)c1ccc(Cl)cc1 | 1 | 0.0 | -41 | -0.3
O=C(/C=C/c1ccccc1)NCC1Cc2cc(-c3cnccn3)ccc2O1 (centres undefined) | -17 | -0.2 | -9 | -0.6
COc1cc(/C=C2/C(=O)NC(=O)N(c3ccccc3F)C2=O)cc(Cl)c1OC | -2 | 0.0 | 1 | -1.4
COC(=O)C(CCSC)NC(=O)c1ccc(Cl)cc1 (centres undefined) | -2 | 0.2 | 8 | -0.2
OCCNc1nc2ccccc2n2nnnc12 | 8 | -0.1 | -18 | -0.7
O=C(Nc1ccc2c(c1)OCCO2)c1cc(S(=O)(=O)N2CCCCCC2)ccc1Cl | 15 | 1.0 | 10 | 0.5
C/C(=N\Nc1ccc([N+](=O)[O-])cc1S(=O)(=O)N1CCOCC1)c1cccc([N+](=O)[O-])c1 | -6 | -0.1 | 11 | 1.9
CCCC(=O)Nc1nc2ccc(OC)cc2s1 | -7 | 0.0 | -60 | 0.0
O=C(Nc1cccc(OC(=O)c2cccc(S(=O)(=O)N3CCCCC3)c2)c1)c1ccc(Br)cc1 | 7 | -0.1 | 11 | -1.1
O=C(CCCCCN1C(=O)CCC1=O)Nc1ccc2c(c1)OCO2 | -4 | -0.2 | 4 | 2.5
FC(F)(F)c1cccc(CNc2nc(-c3csc4ccccc34)nc3c2ncn3-c2ccsc2)c1 | 3 | 0.0 | 5 | -1.0
CCN(CC)C(=O)CN(c1ccc(C)cc1)S(=O)(=O)c1ccccc1 | 4 | -0.1 | 0 | -0.9
Cc1ccc(NNS(=O)(=O)c2ccc(C)cc2)cc1 | 16 | 0.0 | 6 | -0.3
CSc1nc2scc(-c3ccc(F)cc3)c2c(=O)n1C | 2 | -0.1 | -7 | 0.0
CCOC(=O)C1=C(C)N=c2s/c(=C\c3ccc(-c4ccc(C(=O)O)cc4)o3)c(=O)n2C1c1ccc(F)cc1 (centres undefined) | 1 | 0.0 | 2 | -0.6

In another format: results already given
The line under a structure holds: MITF primary | FBW7 act | TEAD-YAP inh | GPR151 activ
Cc1ccc(NNS(=O)(=O)c2ccc(C)cc2)cc1
→ 16 | 0.0 | 6 | -0.3
CSc1nc2scc(-c3ccc(F)cc3)c2c(=O)n1C
→ 2 | -0.1 | -7 | 0.0

Continuation.
SMILES | MITF primary | FBW7 act | TEAD-YAP inh | GPR151 activ
CCc1ccc(CN2CCN(S(=O)(=O)c3ccc(OC)cc3)CC2)cc1 | 45 | -0.1 | -5 | -0.6
CC(=O)N1CCc2cc(S(=O)(=O)NC(CC(C)C)C(=O)N3CCC(C)CC3)ccc21 (centres undefined) | -3 | 0.0 | -4 | -0.3
CC(C)CC(NC(=O)c1cccs1)c1nc2cccnc2n1C (centres undefined) | -3 | -0.2 | -3 | 0.0
O=c1[nH]c(SCCN2CCOCC2)nc(O)c1-c1ccccc1 | 8 | 0.0 | -1 | 0.8
O=[N+]([O-])C1=Cc2c(ccc3ccccc23)OC1c1ccc2c(c1)OCO2 (centres undefined) | 5 | 0.0 | -40 | -0.5
CN(CCc1ccccc1)C1CCCN(C(=O)c2scc3c2OCCO3)C1 (centres undefined) | -1 | -0.1 | -3 | -1.1
COCCn1c(SCC(=O)Nc2ccccc2)nnc1-c1c[nH]c2ccccc12 | 16 | 0.0 | 6 | 0.6
COc1ccccc1N(CC(=O)Nc1c(C)cccc1C)S(C)(=O)=O | -9 | 0.0 | 5 | -0.1
COCCCn1c(=N)c(S(=O)(=O)c2ccccc2)cc2c(=O)n3cc(C)ccc3nc21 | 0 | 0.0 | -3 | -1.4
COc1cc(/C=c2\sc3nc(=O)c(Cc4ccccc4)nn3c2=O)ccc1OC(C)=O | -1 | 0.0 | 2 | -0.4
CC1CCCC(N2CCN(S(=O)(=O)c3ccc4ccccc4c3)CC2)C1 (centres undefined) | 15 | -0.1 | -3 | 2.0
O=C(N/N=C/c1ccc([N+](=O)[O-])cc1)c1cccc2ccccc12 | 18 | 0.5 | 10 | -1.5
COc1ccc(N2CCN(C(=O)Cc3cccc4ccccc34)CC2)cc1 | 9 | 0.1 | 2 | 0.0
Cc1sc2ncnc(NC3CCN(Cc4ccccc4)CC3)c2c1C | -4 | -0.1 | 27 | -0.3
CNC(=S)N/N=C/c1ccc2c(c1)OCCO2 | 0 | -0.1 | -33 | -1.5
CN1C(=O)c2cccc(NC(=O)c3ccn(C)n3)c2C1=O | -2 | 0.1 | 3 | 0.3
CC(=O)C1=C(O)C(=O)N(Cc2ccccc2)C1c1ccc(F)cc1 (centres undefined) | -19 | 0.1 | 10 | -0.4
COc1ccc(CCNC(=O)c2sc3ncnc(N4CCN(c5ccccc5OC)CC4)c3c2C)cc1OC | 18 | 0.4 | 14 | -0.5
Nc1o[nH]c(=O)c1N=Nc1cccc(F)c1 | 10 | -0.5 | -4 | -0.8
CCCN(CCC)Cc1c(C(=O)N/N=C/c2ccc(Cl)cc2)nnn1-c1nonc1N | -3 | 0.1 | 4 | 0.0
CCOc1ccc(C(=O)OC)cc1COC | -2 | -0.3 | 9 | 2.4
CCOc1ccc(-c2csc(NC(=O)c3cc(OC)c(OC)c(OC)c3)n2)cc1 | 8 | 0.1 | 1 | -1.1
O=C1N[C@@H](Cc2c[nH]c3ccccc23)C(=O)N2C[C@@H](NCc3cccc4ncccc34)C[C@@H]12 | 13 | 1.2 | -20 | 0.1
CC1CCCN(S(=O)(=O)c2cn(C)c(=O)n(C)c2=O)C1 (centres undefined) | 19 | 0.3 | 6 | 0.7
COc1ccc(OC)c(/C=N/NC(=O)Cc2cc(=O)[nH][nH]2)c1 | -5 | 0.1 | 0 | 0.4
Cc1nc2c(c(=O)[nH]1)CCN(CC1CCCCC1)C2 | 8 | 0.2 | 5 | -0.4
COc1ccc(/C=C(\NC(=O)c2ccc(C)c(C)c2)C(=O)N2CC3CC(C2)c2cccc(=O)n2C3)c(OC)c1 (centres undefined) | 10 | -0.1 | -9 | 0.2
CC(C)c1ccc(N(C)C(=O)c2cn(-c3ccc(Cl)cc3)c(=O)c3ccccc23)cc1 | -1 | 0.1 | -21 | 0.4
CC(=O)c1cccc(NC(=O)COc2ccc(C)c(C)c2)c1 | 7 | 0.1 | 2 | -0.8
Cc1onc(-c2ccccc2)c1C(=O)OCC(=O)c1ccc(Br)cc1 | -5 | 0.3 | -1 | -1.6

Retrieved by compound from above:
SMILES | MITF primary | FBW7 act | TEAD-YAP inh | GPR151 activ
COc1ccc(N2CCN(C(=O)Cc3cccc4ccccc34)CC2)cc1 | 9 | 0.1 | 2 | 0.0
C/C(=N\Nc1ccc([N+](=O)[O-])cc1S(=O)(=O)N1CCOCC1)c1cccc([N+](=O)[O-])c1 | -6 | -0.1 | 11 | 1.9
CCCC(=O)Nc1nc2ccc(OC)cc2s1 | -7 | 0.0 | -60 | 0.0
O=C1N[C@@H](Cc2c[nH]c3ccccc23)C(=O)N2C[C@@H](NCc3cccc4ncccc34)C[C@@H]12 | 13 | 1.2 | -20 | 0.1
COc1cc(/C=c2\sc3nc(=O)c(Cc4ccccc4)nn3c2=O)ccc1OC(C)=O | -1 | 0.0 | 2 | -0.4
CCc1ccc(CN2CCN(S(=O)(=O)c3ccc(OC)cc3)CC2)cc1 | 45 | -0.1 | -5 | -0.6

Going on with the list:
SMILES | MITF primary | FBW7 act | TEAD-YAP inh | GPR151 activ
O=C(O)CN1C(=O)/C(=c2\sc3nc(-c4ccc(F)cc4)nn3c2=O)c2ccccc21 | 13 | 0.2 | -1 | -0.3
CC1(Cc2ccc(Cl)s2)C(=O)Nc2ccc(-c3cccnc3)cc21 (centres undefined) | 13 | 0.2 | 33* | 3.3
Cc1cccn2c(=O)c(/C=C(\C#N)C(=O)NC3CCCC3)c(Oc3ccc(F)cc3)nc12 | 18 | 0.4 | 13 | 0.3
CCCNC(=O)c1ccccc1-c1nc(-c2ccc(Cl)cc2)no1 | -1 | 0.2 | 25 | -1.7
CC(C)N(C(=O)COC(=O)/C=C/c1ccccc1Cl)C(C)C | 1 | 0.0 | 2 | 0.8
CCOC(=O)C(C(C)=O)C1CC(C)NC(=S)N1 (centres undefined) | 1 | 0.3 | -3 | 1.9
CCOc1ccc(C(=O)CCNC(C(=O)O)C(C)O)cc1 (centres undefined) | 3 | 0.7 | -2 | -1.5
O=C(Cn1nnc2ccccc21)OCC(=O)c1ccc(Cl)c(Cl)c1 | 1 | 0.3 | -4 | -1.1
O=C(Nc1cccnc1)c1ccc(N2C(=O)c3ccccc3C2=O)cc1 | 16 | 0.6 | 8 | -1.6
COc1ccc([N+](=O)[O-])cc1NC(=O)CCc1ccccc1 | 10 | 0.1 | -3 | -0.1

Next section, overlapping the part above by two compounds.
SMILES | MITF primary | FBW7 act | TEAD-YAP inh | GPR151 activ
O=C(Nc1cccnc1)c1ccc(N2C(=O)c3ccccc3C2=O)cc1 | 16 | 0.6 | 8 | -1.6
COc1ccc([N+](=O)[O-])cc1NC(=O)CCc1ccccc1 | 10 | 0.1 | -3 | -0.1
CCN1CCN(C(=O)c2oc(=O)c3ccccc3c2-c2ccc(C)cc2)CC1 | 7 | 0.2 | 4 | 2.3
COc1cccc2sc(Nc3nc4c(s3)CCCC4)nc12 | -6 | 0.2 | -39 | 0.1
CCCc1c2ccc(C)n2cc[n+]1CC(=O)c1ccc(OC)cc1 | 19 | 0.3 | 17 | 0.3
CCCS(=O)(=O)N1CCN=C1SCc1ccc([N+](=O)[O-])cc1 | -11 | 0.1 | -9 | -2.4
COCc1nc2ccccc2n1C(C)C | -3 | -0.1 | 11 | 0.1
O=C(N/N=C/c1ccc(F)cc1)/C(=C/c1ccco1)NC(=O)c1ccccc1 | 11 | 0.1 | 11 | 0.0
COc1ccc(CC(=O)Nc2cc3cc(-c4cn[nH]c4)ccc3cn2)cc1 | -5 | -0.1 | 96* | -2.2
COc1ccccc1NC(=O)/C=C/c1ccc(Cl)c([N+](=O)[O-])c1 | 5 | -0.2 | 23 | 2.9
Cc1cc(N/N=C\c2ccco2)nc(NS(=O)(=O)c2ccccc2)n1 | 7 | 0.1 | -6 | -1.2
CC(C)NC(=O)c1ccccc1NC(=O)Cc1ccc([N+](=O)[O-])cc1 | 1 | -0.1 | 5 | 3.0
O=C(Nc1ccc(-c2cscn2)cc1)C1CCCN(Cc2cccc3nonc23)C1 (centres undefined) | 3 | 0.3 | 5 | 2.3
COc1ccc(/C=N/Nc2nonc2N)c(OC)c1 | 13 | 0.0 | -2 | -0.6
COC(=O)c1ccc(NC(=O)/C=C/c2cccc3ccccc23)cc1 | -30 | -0.2 | 8 | -1.2
COc1ccc(CN(Cc2cccnc2)C(=O)c2cccc(N3CCCC3=O)c2)cc1OC | -8 | -0.1 | -5 | 0.5
Cc1cccc(CN2CCN(Cc3ccccc3-c3ccc(C)o3)CC2CCO)n1 (centres undefined) | 7 | 0.1 | 7 | -1.1
CCCCOc1ccc(C(=O)Nc2c3c(nn2-c2ccc([N+](=O)[O-])cc2)CS(=O)(=O)C3)cc1 | 26 | 1.0 | -1 | -1.4
CSc1nc(O)c(C(c2ccccc2)c2ccccc2)c(=O)[nH]1 | 11 | 0.0 | -1 | 1.6
CCOCCCNC(=O)CN(C)S(=O)(=O)c1ccc(F)cc1 | 16 | -0.1 | -1 | 1.2
COc1ccc(N2CC(NC(=O)Nc3ccc(F)cc3F)CC2=O)cc1 (centres undefined) | 8 | -0.1 | 6 | -2.4

Rewritten field by field: four of the compounds above
> CCCCOc1ccc(C(=O)Nc2c3c(nn2-c2ccc([N+](=O)[O-])cc2)CS(=O)(=O)C3)cc1
  MITF primary: 26	FBW7 act: 1.0	TEAD-YAP inh: -1	GPR151 activ: -1.4
> CSc1nc(O)c(C(c2ccccc2)c2ccccc2)c(=O)[nH]1
  MITF primary: 11	FBW7 act: 0.0	TEAD-YAP inh: -1	GPR151 activ: 1.6
> CCOCCCNC(=O)CN(C)S(=O)(=O)c1ccc(F)cc1
  MITF primary: 16	FBW7 act: -0.1	TEAD-YAP inh: -1	GPR151 activ: 1.2
> COc1ccc(N2CC(NC(=O)Nc3ccc(F)cc3F)CC2=O)cc1 (centres undefined)
  MITF primary: 8	FBW7 act: -0.1	TEAD-YAP inh: 6	GPR151 activ: -2.4
